Source: PubChem BioAssay
CF NFkB inh – blocks PAF-induced NF-kB reporter in cystic fibrosis cells. KKLEB NF-kB-GFP reporter, GFP fluorescence overnight. inhibition, % at 5 µM. hit rate 0.86% among 360,000. AID 588850;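 active = at least 50% inhibition at 5 µM, scaled per plate between neutral and stimulator controls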;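 also: PAF is a Pseudomonas aeruginosa culture filtrate used as stimulus; plate controls were PAF-stimulated DMSO wells for no effect and unstimulated DMSO wells for full effect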
EBV LMP1 NFkB – inhibitors of Epstein-Barr LMP1-induced NF-kappaB reporter | inhibition, % at 12.5 µM | AID 504558 | LMP1-induced NF-kappaB luciferase reporter cells, luminescence | hit rate 0.69% among 350,000; in the data active = inhibition above about 41%;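 also: 0% = neutral control wells and 100% = reference inhibitor control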
iPSC survival up – increases survival of single human iPS cells. AID 602274. survival enhancement, % at 20 µM. hiPSC single-cell survival, ATPlite luminescence; 100% = ROCK inhibitor wells, 0% = DMSO. hit rate 0.044% among 360,000; in the data active = survival enhancement above about 18%;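 also: cells exposed to compounds for 16 hours before the ATP read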
HIF-2a inh – HIF-2a inhibition. 786-0 RCC cells HIF-2a reporter, luciferase luminescence, overnight. AID 624352. inhibition, % at 18.8 µM. hit rate 0.72% among 360,000;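 active = inhibition of the luminescence signal of 40% or more relative to plate controls, in a single-dose primary screen at 18.75 µM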
NR2E3 ag-1 – NR2E3 (human) agonism; Q9Y5X4; GST-NR2E3/biotin-RetCOR TR-FRET, 1536-well; inhibition of corepressor binding, % at 4.78 µM; hit rate 0.12% among 320,000; AID 2300;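 active = percent inhibition above the cutoff of mean plus 3 SD of all tested compounds, set per screening campaign, cut at about 20% in these data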;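 also: 0% = DMSO wells and 100% = biotin wells as full block of FRET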
Target sequence (Q9Y5X4 whole entry, looked up): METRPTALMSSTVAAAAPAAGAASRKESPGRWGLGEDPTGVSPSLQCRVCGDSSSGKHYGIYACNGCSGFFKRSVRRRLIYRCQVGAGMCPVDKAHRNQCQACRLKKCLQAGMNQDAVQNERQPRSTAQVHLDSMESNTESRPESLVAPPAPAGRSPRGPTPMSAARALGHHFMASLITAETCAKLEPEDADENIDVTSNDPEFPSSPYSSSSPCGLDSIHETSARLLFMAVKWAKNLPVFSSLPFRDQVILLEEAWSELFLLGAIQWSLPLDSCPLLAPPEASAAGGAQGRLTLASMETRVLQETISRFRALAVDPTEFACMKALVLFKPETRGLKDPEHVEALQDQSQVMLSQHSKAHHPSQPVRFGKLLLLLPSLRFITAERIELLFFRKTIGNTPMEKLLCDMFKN
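System: GST-NR2E3 and biotin-RetCOR proteins; probe or stimulus: 7 nM biotin-RetCOR; doses: compound at 4.8 µM, single dose; schedule: Compound–protein incubation for 5 h at 4 °C; detection: time-resolved FRET; read-out: percent inhibition; controls: biotin wells as high control, 0.6% DMSO wells as low control; format: 1536-well plates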
NR2E3 ag-2 – human photoreceptor-specific nuclear receptor agonism. CHO-S Gal4-NCOR/VP16-NR2E3 two-hybrid, luciferase. inhibition of corepressor binding, % at 3.98 µM. hit rate 0.35% among 360,000. AID 602229;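 active = inhibition above the mean of all tested compounds plus 3 SD, cut at about 70% in these data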;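 also: 0% = DMSO with NR2E3 transfected cells and 100% = cells lacking NR2E3 construct; higher means lower luciferase signal from less NR2E3 corepressor binding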
Shn3 inh set2 – reduces Shn3 3'UTR luciferase signal in osteoblasts. hit rate 0.52% among 360,000. inhibition, % at 12.5 µM. Clone20 osteoblast Shn3 3'UTR firefly luciferase, 24 h;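 active = mean inhibition of at least 75% with every replicate also reaching 75%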;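 also: 0% = median of neutral control wells and 100% = pilot-screen positive control compound; some compounds past the cut are filed as inactive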
TRPM1 prom inh – MITF TRPM1 promoter inhibition in SK-MEL-5 cells | SK-MEL-5 TRPM1 promoter luciferase, 24 h | inhibition, % at 12.5 µM | hit rate 0.83% among 330,000 | AID 488899;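 active = mean inhibition across replicates of 60% or more, whatever share of single replicates reaches that level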; also: values of inactives mirror those of a sister screen read the other way
Peg3 promoter – Peg3 promoter activity inhibition | hit rate 1.7% among 360,000 | AID 588405 | inhibition, % at 20 µM | HeLa PEG-Prom luciferase reporter, luminescence, overnight;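 active = inhibition of at least 50% at 20 µM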
KKLEB tox – reduces viability of KKLEB cystic fibrosis airway cells. AID 602141. hit rate 0.36% among 360,000. activity change (cytotoxicity), % at 5 µM. KKLEB CF airway cells viability, ATPlite luminescence, overnight; stronger effect = lower value; cells stimulated with P. aeruginosa culture filtrate;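 active = corrected activity change at or below -50% at 5 µM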
C8 TRAIL sens – caspase-8 TRAIL sensitization | NB7+C8 cells + TRAIL, ATPlite viability luminescence | AID 624354 | inhibition (viability loss, TRAIL sensitization), % at 10 µM | hit rate 1% among 360,000;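 active = compounds causing at least 50% loss of cell viability in the single-dose screen, relative to plate controls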
Starred values were filed as active, the others as inactive; / = no result given. A portion of the library (hit frequency here may not be typical).

Start of the listing, in advance:
Second line of a record: CF NFkB inh	EBV LMP1 NFkB	iPSC survival up	HIF-2a inh	NR2E3 ag-1	NR2E3 ag-2	Shn3 inh set2	TRPM1 prom inh	Peg3 promoter	KKLEB tox	C8 TRAIL sens
CC(=O)c1ccc(NC(=O)C(C)Sc2nnc(-c3ccncc3)n2C2CC2)cc1 (configuration not stated)
    -21	-3	2.4	1	/	-11	-2	8	-9	1	-7
COc1ccc(NC(=O)C2Cc3c(-c4ccccc4Oc4ccccc4)ccnc3O2)cn1 (configuration not stated)
    5	/	1.2	21	/	0	21	/	20	17	0

Results (from the top)
Second line of a record: CF NFkB inh	EBV LMP1 NFkB	iPSC survival up	HIF-2a inh	NR2E3 ag-1	NR2E3 ag-2	Shn3 inh set2	TRPM1 prom inh	Peg3 promoter	KKLEB tox	C8 TRAIL sens
CC(=O)c1ccc(NC(=O)C(C)Sc2nnc(-c3ccncc3)n2C2CC2)cc1 (configuration not stated)
    -21	-3	2.4	1	/	-11	-2	8	-9	1	-7
COc1ccc(NC(=O)C2Cc3c(-c4ccccc4Oc4ccccc4)ccnc3O2)cn1 (configuration not stated)
    5	/	1.2	21	/	0	21	/	20	17	0
Cc1ccnc2nc(C(=O)OCC(=O)c3c[nH]c4ccccc34)nn12
    8	0	-0.2	13	1	-18	8	4	-1	-5	-19
CCOc1cc(C=C2C(=O)c3ccccc3C2=O)ccc1OCC(=O)Nc1ccc(C)cc1
    -2	-13	-0.5	-8	2	6	-2	11	-7	15	5
COc1ccc(-c2noc(COc3ccc(Cl)c(C)c3)n2)cc1
    5	14	-0.2	2	3	2	6	/	8	-9	8
CCCCN1C(=O)C(O)=C(C(C)=O)C1c1ccccc1 (configuration not stated)
    -11	-6	-0.4	11	4	-12	0	6	0	7	-12
O=C(CSCc1ccc(Cl)cc1)Nc1cc([N+](=O)[O-])ccc1O
    37	-7	5.6	-18	5	-2	10	-7	4	4	6
CN1C(=O)CSc2ccc(NC(=O)N3CCOCC3)cc21
    -11	-2	-1.2	2	0	1	-12	3	-1	3	2
O=C(NCCCn1ccnc1)c1ccc(F)cc1
    -7	-31	0.3	4	4	-17	-7	19	17	8	10
O=C1C(Cl)=C(N2CCCCC2)C(=O)C(Cl)=C1c1cnc(N2CCCCC2)s1
    3	18	-0.8	45*	/	-23	8	101*	58*	-4	14
Cc1ccc2nc(SC(C(=O)c3ccccc3)c3ccccc3)nc(C)c2c1 (configuration not stated)
    17	0	6.6	17	-2	10	18	-4	6	5	-5
Nc1ccc(C(=O)c2cccs2)cc1
    -8	2	3.0	-66	3	-33	-21	-4	-80	1	7
Cc1cc(C)cc(N(CCC#N)C(=O)COC(=O)Cn2[nH]c(=O)c3ccccc3c2=O)c1
    15	-9	-1.4	5	/	-23	-11	-10	9	-8	-3
Cc1cc(-c2n[nH]c(=S)n2-c2ccccc2)nn1C
    3	3	4.1	5	3	-9	7	15	4	10	8
Cc1ccc(Nc2ccc([N+](=O)[O-])nc2[N+](=O)[O-])cc1
    -6	-2	-3.6	11	3	17	-14	18	-7	-4	-3

Next entries:
| SMILES | CF NFkB inh | EBV LMP1 NFkB | iPSC survival up | HIF-2a inh | NR2E3 ag-1 | NR2E3 ag-2 | Shn3 inh set2 | TRPM1 prom inh | Peg3 promoter | KKLEB tox | C8 TRAIL sens |
| --- | --- | --- | --- | --- | --- | --- | --- | --- | --- | --- | --- |
| CC(=O)c1cc2c(cc1NC(=O)CN1CCCCC1C)OCO2 (configuration not stated) | -9 | -8 | 1.9 | 9 | -2 | -11 | 2 | -1 | 4 | 4 | 11 |
| Cc1c(NC(=O)c2ccc3ncccc3c2)c(=O)n(-c2ccccc2)n1C | -6 | -26 | 0.1 | 13 | 4 | 1 | -16 | 10 | -5 | 14 | -8 |
| O=C(OCCN1C(=O)c2cccc3c(N4CCOCC4)ccc(c23)C1=O)c1ccc(Cl)cc1Cl | 26 | 31 | 0.0 | 11 | -1 | -18 | 22 | 23 | 24 | -23 | -16 |
| CC1CCC(NC(=O)CCS(=O)(=O)c2ccc3c(c2)CCN3C(=O)C2CC2)CC1 (configuration not stated) | 4 | 2 | -0.5 | 12 | 1 | -14 | -9 | -14 | 21 | 16 | -7 |
| CCOC(=O)N1CCC(NC(=O)CS(=O)(=O)Cc2nc(-c3ccc(OC)cc3)oc2C)CC1 | 3 | 4 | -0.5 | -5 | -2 | -21 | 36 | 5 | 15 | -8 | 5 |
| Cc1ccc(N(CC(=O)NCC(O)c2ccccc2)S(=O)(=O)c2ccc(C)cc2)cc1 (configuration not stated) | -13 | -7 | 0.1 | 13 | -1 | -11 | -2 | 7 | 20 | 7 | -14 |
| CCn1c2ccccc2c2nn(C)c(=N)nc21 | -30 | 9 | -1.3 | 33 | 2 | -20 | 7 | 6 | 15 | 2 | 5 |
| Cc1ccc(C(C)C)cc1S(=O)(=O)NCc1cccnc1 | 2 | -9 | 0.4 | -3 | -2 | -17 | 10 | 7 | 17 | -2 | -14 |
| CCCOC(=O)NC1CCS(=O)(=O)C1 (configuration not stated) | 8 | -5 | -2.1 | 3 | 1 | -14 | -10 | 2 | 3 | 7 | -15 |
| CCCCCCNC(=O)CNC(=S)N(Cc1cccs1)C1CCCCC1 | -2 | 8 | -0.6 | 10 | 5 | -7 | 1 | -2 | 18 | -2 | 6 |
| CC(C)c1nc2oc3c(N(C)CCO)ncnc3c2c2c1CCC2 | 20 | 1 | -0.6 | 18 | 0 | 3 | 12 | 1 | -2 | -18 | 18 |
| COc1ccc(S(=O)(=O)Nc2ccccc2C(=O)N2CCOCC2)cc1C | 19 | -5 | 1.4 | 12 | 5 | -23 | 3 | 0 | 8 | -4 | -12 |
| C[C@H](CO)N1C[C@H](C)[C@@H](CN(C)C(=O)NC2CCCCC2)Oc2c(NC(=O)Nc3ccc(C(F)(F)F)cc3)cccc2C1=O | -20 | 5 | 5.4 | 11 | / | -1 | 14 | 15 | 29 | 3 | 5 |
| CCCCN(CCCNC(=O)c1ccc2c(c1)NC(=O)CN2C)c1ccccc1 | 65* | -31 | -1.5 | 45* | / | -31 | 14 | / | 66* | -30 | 28 |
| CC1CCCCC1NC(=O)CN1C(=O)NC(Cc2ccccc2)(Cc2ccccc2)C1=O (configuration not stated) | 6 | 4 | -1.9 | -1 | -2 | -14 | -12 | 5 | 4 | 0 | -7 |

Printed as active in Peg3 promoter (from the list above):
SMILES | CF NFkB inh | EBV LMP1 NFkB | HIF-2a inh | NR2E3 ag-1 | NR2E3 ag-2 | Shn3 inh set2 | TRPM1 prom inh | Peg3 promoter
O=C1C(Cl)=C(N2CCCCC2)C(=O)C(Cl)=C1c1cnc(N2CCCCC2)s1 | 3 | 18 | 45* | / | -23 | 8 | 101* | 58*
CCCCN(CCCNC(=O)c1ccc2c(c1)NC(=O)CN2C)c1ccccc1 | 65* | -31 | 45* | / | -31 | 14 | / | 66*

(more compounds)
| SMILES | CF NFkB inh | EBV LMP1 NFkB | iPSC survival up | HIF-2a inh | NR2E3 ag-1 | NR2E3 ag-2 | Shn3 inh set2 | TRPM1 prom inh | Peg3 promoter | KKLEB tox | C8 TRAIL sens |
| --- | --- | --- | --- | --- | --- | --- | --- | --- | --- | --- | --- |
| C[C@H](CO)N1C[C@H](C)[C@@H](CN(C)CC2CC2)Oc2c(NC(=O)C3CC3)cccc2C1=O | -7 | -2 | 0.5 | 3 | / | 10 | -5 | -5 | -3 | 10 | -1 |
| CCN(CC)C(=O)CSC1=Nc2ccccc2C2=NC(Cc3c[nH]c4ccccc34)C(=O)N12 (configuration not stated) | 4 | -7 | -2.5 | 6 | 1 | -7 | 21 | 13 | 7 | -5 | -7 |
| CCOc1cc(C(=O)Nc2ccc(C)cc2O)ccc1OCC(=O)N1CCOCC1 | 10 | 1 | -0.1 | 16 | -2 | -2 | -3 | 21 | 15 | 0 | 2 |
| CCN(CC)S(=O)(=O)c1ccc(C)c(NC(=S)N2CCN(Cc3ccc4c(c3)OCO4)CC2)c1 | -16 | 12 | -0.9 | 10 | 1 | -4 | 80 | 20 | 13 | 9 | 23 |
| Cc1ccc(S(=O)(=O)N(C)CC(=O)NCCCc2ccccc2)cc1 | 31 | 2 | 0.0 | 20 | 4 | 16 | -9 | 7 | 13 | 0 | -11 |
| COc1cccc(NC(=O)CCN2CCC(C(N)=O)CC2)c1 | 4 | -8 | -1.2 | 24 | 1 | -24 | 5 | 2 | 1 | 0 | -2 |
| O=C(c1ccco1)N1CCN(C(=O)c2ccc(-c3cccc(C(F)(F)F)c3)o2)CC1 | -1 | 5 | -0.1 | -23 | 0 | -31 | 18 | -12 | 7 | -1 | -3 |
| COc1cccc(CNC(=O)C2CCN(S(=O)(=O)c3ccc4c(c3)NC(=O)C(C)S4)CC2)c1 (configuration not stated) | -8 | -1 | -0.5 | 14 | -2 | -22 | 5 | -9 | 10 | -1 | 12 |
| COc1cc(CO)ccc1OCc1ccc(Cl)nc1 | -8 | -15 | -0.4 | -251 | -2 | -64 | -42 | -56 | -233 | 14 | 23 |
| COc1ccccc1C(CNC(=O)c1cccc(S(=O)(=O)Nc2ccc(F)cc2)c1)N(C)C (configuration not stated) | 18 | 6 | -2.2 | 9 | -1 | -17 | 17 | -1 | -1 | 2 | 0 |
| O=C1CC(NC(=O)c2ccc(Cl)cc2)C(=O)N1 (configuration not stated) | 2 | -4 | -0.5 | 16 | 1 | -33 | 4 | 3 | 2 | 10 | -5 |
| CCOc1ccc(NC(=O)c2cc(C3CC3)nc3c2cnn3C(C)C)cc1OC | 6 | 3 | -0.5 | 12 | 2 | 8 | 23 | -11 | 26 | -8 | 11 |
| CC(C)CNC(=O)C(=O)NCc1ccccc1 | -19 | -1 | -0.8 | 15 | -2 | 8 | -1 | 4 | 10 | -3 | -5 |
| CCOC(=O)C1(C(=O)OCC)CC1c1ccccc1 (configuration not stated) | -8 | -3 | -1.0 | 12 | -2 | -7 | -15 | 0 | 0 | -2 | 1 |
| CN(C)S(=O)(=O)NCC1CCCN(Cc2cc3ccccc3s2)C1 (configuration not stated) | -14 | -6 | 0.7 | 7 | -1 | 5 | -3 | 6 | 12 | -3 | -15 |
| COc1ccc(NC(=O)N2CCc3ccccc3C2)cc1OC | 0 | -6 | 0.2 | -59 | 2 | 2 | 9 | 3 | -23 | 2 | -10 |
